BLM inh – inhibitors of human Bloom syndrome helicase BLM. P54132. recombinant BLM DNA unwinding, fluorescence dequenching. 0.2% of 350,000 active. Potency, µM (top dose mostly 56.1 µM), for the others: at the top dose activity change, negative = inhibition, actives largely listed as inhibitors;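 note: potency is the fitted concentration of half-maximal effect; plate controls were vehicle for no effect and no enzyme for full effect; nearly all actives have a fitted effect of over 35% in size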
Pol kappa inh – DNA polymerase kappa (human) inhibition. Q9UBT6. purified Pol kappa, fluorescent DNA synthesis assay, 10 min. Potency, µM (top dose mostly 107 µM), inactives show top-dose activity, negative = inhibition, most hits filed as inhibitors. 0.53% of 400,000 active; note: potency is the fitted concentration of half-maximal effect; % is set by controls: 0 for no effect and ±100 for the full control effect
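Here, compound and 10 nM enzyme are combined for 15 min at room temperature; adding 50 nM substrate (final) starts DNA synthesis, tracked by fluorescence at 0 and 10 min against buffer-only wells.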
Anesthetic bind – candidate novel general anesthetic via apoferritin binding | P02791 | apoferritin/1-aminoanthracene competitive binding, fluorescence | Potency, µM (doses to about 77.5 µM), for inactives: at the highest dose activity change, negative = displacement, actives largely listed as inhibitors | 0.074% of 350,000 active | AID 485281; note: potency is the fitted concentration of half-maximal effect; % is set by controls: 0 for no effect and ±100 for the full control effect; nearly all actives have a fitted effect of over 20% in size
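Read-out: endpoint 1-AMA fluorescence, excitation 380 nm and emission 535 nm, after compounds sit 10 min at room temperature with 10 uM horse-spleen apoferritin in 50% saturated 1-AMA/PBS. Values come from four-parameter Hill fits.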
LDHA inh – LDHA (human) enzyme inhibition | activity change, % (values are at about 110 or 230 µM) | P00338 | purified LDHA, NADH/diaphorase-resazurin fluorescence; stronger effect = lower value | 0.15% of 480,000 active; in the data active = activity change below about -30%; inconclusive = mostly about -25% to -30%;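 note: plate controls were DMSO wells for no effect and wells without enzyme for full effect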
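Remaining NADH was detected by diaphorase (0.133 mg/mL) converting 37 µM resazurin to fluorescent resorufin, read at 0 and 20 minutes. The preceding 5-minute room-temperature reaction used 2 nM LDHA, 0.2 mM sodium pyruvate and 0.06 mM NADH at pH 7.4.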
POLH inh – inhibitors of human DNA polymerase eta. Q9Y253. recombinant Pol eta, fluorescent DNA replication assay. Potency, µM (series often up to 114 µM), without a hit: top-dose activity change, negative = inhibition, hits mostly inhibitors. 1.2% of 390,000 active. AID 588591; note: potency is the fitted concentration of half-maximal effect; % is set by controls: 0 for no effect and ±100 for the full control effect
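Pol eta at 10 nM preincubated with compounds 15 min at room temperature; reaction started with fluorescent substrate (50 nM final) and read kinetically at 0 and 10 min.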
POLB inh – DNA polymerase beta (human) inhibition. P06746. Pol beta primer extension/strand displacement, fluorescence kinetic. Potency, µM (titrated, usually from 114 µM), for inactives: top-dose activity change, negative = inhibition, hits mostly inhibitors. 1.3% of 340,000 active; note: potency is the fitted concentration of half-maximal effect; % is set by controls: 0 for no effect and ±100 for the full control effect
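Enzyme-only controls used 10 nM Pol beta; buffer lacking enzyme served as negative control. Compound preincubated 15 min, then 50 nM substrate added; 0 and 10 min reads at room temperature.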
APEX1 inh – inhibitors of human APE1 endonuclease; P27695; 0.35% of 350,000 active; AID 2517; recombinant APE1, TAMRA/BHQ-2 abasic DNA cleavage fluorescence; Potency, µM (doses to about 65.8 µM), for inactives: at the top dose activity change, negative = inhibition, hits mostly inhibitors;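 note: potency is the fitted concentration of half-maximal effect; plate controls were vehicle for no effect and reference inhibitor for full effect; nearly all actives have a fitted effect of over 55% in size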
Target sequence (P27695 whole entry, looked up): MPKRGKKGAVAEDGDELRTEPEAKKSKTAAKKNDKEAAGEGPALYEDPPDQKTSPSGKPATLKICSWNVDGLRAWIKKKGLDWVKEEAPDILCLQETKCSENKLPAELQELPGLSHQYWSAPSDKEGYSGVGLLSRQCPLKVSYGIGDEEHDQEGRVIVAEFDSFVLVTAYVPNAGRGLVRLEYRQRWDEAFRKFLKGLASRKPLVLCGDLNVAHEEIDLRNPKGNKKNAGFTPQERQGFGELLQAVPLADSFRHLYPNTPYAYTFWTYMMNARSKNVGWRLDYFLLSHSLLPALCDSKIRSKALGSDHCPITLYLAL
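Measures dequenching upon AP-site incision of a 5'-TAMRA/3'-BHQ-2 THF-containing duplex, 50 nM; human APE1 0.75 nM after 15 min room-temperature exposure to compound; kinetic three-point read at one-minute spacing.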
Glioma ERSR ind – inducers of ER stress response in human glioma cells; U87-MG GRP78 promoter luciferase reporter, 16 h; Potency, µM, without a hit: top-dose activation, actives largely listed as activators; 0.02% of 420,000 active; AID 602332; note: potency is the fitted concentration of half-maximal effect; series mostly up to about 76 µM; % of control where 0% means no effect; nearly all actives have a fitted effect of over 35% in size
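Stably transfected U87-MG glioma cells carrying a GRP78-based luciferase sensor; 16 h compound incubation. Luminescence end-point read 10 min after Bright-Glo addition at room temperature.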
POLI inh – blocks human DNA polymerase iota activity. Potency, µM (doses to about 115 µM), for the others: at the highest dose activity, negative = inhibition, usual class: inhibitors. AID 588590. 1% of 390,000 active. Q9UNA4. Pol iota fluorescent replication assay, 10 min; note: potency is the fitted concentration of half-maximal effect
Target sequence (Q9UNA4 whole entry, looked up): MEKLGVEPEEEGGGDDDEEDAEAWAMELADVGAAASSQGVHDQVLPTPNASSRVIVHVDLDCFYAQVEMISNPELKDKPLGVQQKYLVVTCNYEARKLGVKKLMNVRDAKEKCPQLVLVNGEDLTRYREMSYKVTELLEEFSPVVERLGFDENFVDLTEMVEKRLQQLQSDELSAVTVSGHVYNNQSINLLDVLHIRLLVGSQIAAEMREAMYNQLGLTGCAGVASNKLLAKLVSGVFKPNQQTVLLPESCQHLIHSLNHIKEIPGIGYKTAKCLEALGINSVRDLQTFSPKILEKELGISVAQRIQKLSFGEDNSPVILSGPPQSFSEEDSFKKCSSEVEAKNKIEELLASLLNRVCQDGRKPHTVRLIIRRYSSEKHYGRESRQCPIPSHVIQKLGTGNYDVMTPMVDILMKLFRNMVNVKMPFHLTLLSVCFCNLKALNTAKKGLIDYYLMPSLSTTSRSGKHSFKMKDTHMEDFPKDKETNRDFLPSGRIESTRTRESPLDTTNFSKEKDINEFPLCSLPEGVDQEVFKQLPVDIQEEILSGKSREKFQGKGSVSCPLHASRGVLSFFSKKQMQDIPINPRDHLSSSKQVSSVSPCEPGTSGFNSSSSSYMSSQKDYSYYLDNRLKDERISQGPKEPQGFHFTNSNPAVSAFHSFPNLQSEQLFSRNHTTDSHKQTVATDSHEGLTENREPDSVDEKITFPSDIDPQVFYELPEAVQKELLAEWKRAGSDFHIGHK
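Pol iota at 10 nM preincubated 15 min with compounds at room temperature; reaction started with fluorescent substrate, 50 nM final. Fluorescence read kinetically at 0 and 10 min; buffer-only wells as negative control.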
Active calls of the source: *; ? = inconclusive; / = not tested or not shown; & = joins results of further samples; [ ] = remark or other dose. Unless noted, calls come from the whole dose curve; as a rule, active = well fitted curve in the direction sought with a large enough effect; inconclusive = small, poorly fitted or top-dose-only effect, or another doubt; inactive = no such curve, though single readings can be large; an effect the other way counts as inactive or inconclusive. The list is partial. The share of hits here may be higher or lower than overall.

SMILES	BLM inh	Pol kappa inh	Anesthetic bind	LDHA inh	POLH inh	POLB inh	APEX1 inh	Glioma ERSR ind	POLI inh
CCC1(c2ccc(Cl)cc2)NC(=S)N(c2ccccc2)N1 (stereo not given)	-4%	-2%	-1%	1	-24%	-15%	6%	5%	?
CCC1CCCCN1CCCNC(=O)c1cn(CC(C)C)c(=O)c2cc(OC)c(OC)cc12 (stereo not given)	-11%	-10%	?	2	-16%	-1%	0%	-7%	4%
CCN1C(=O)/C(=C/c2ccc(C)s2)NC1=S	0%	-6%	?	-3	-18%	-1%	-2%	1%	6%
O=C(CSc1nccn1Cc1ccccc1)NC1CCCC1	0%&-2%	-4%	-7%&-8%	-6&1	-1%&-4%	0%&-5%	12%	-4%&0%	3%&-18%
Cc1nn(C)c(C)c1S(=O)(=O)N(CC(=O)NCCc1ccc(Cl)cc1)c1ccc(C(C)C)cc1	-6%	1%	-14%	3	-11%	15%	/	-2%	29%
CN1OC[C@@H]2CN(Cc3cc(Cl)cc(Cl)c3)[C@H](c3cccc(Br)c3)C[C@@H]21	/	-1%	/	3	-14%	/	/	-3%	-17%
Nc1c(C(=O)Nc2ccc(Cl)c(C(F)(F)F)c2)sc2nc(-c3ccncc3)ccc12	-6%	-25%	52%[activator]	-7	-1%	0%	/	4%	-19%
Cc1ccc(NC(=O)/C=C\C(=O)O)c([N+](=O)[O-])c1	3%	-11%	-11%	-5	-7%	4%	7%	-3%	-24%
COc1ccc(C2CCN(CC(=O)N(C)C)CC2O)cc1 (stereo not given)	-4%	13%	-9%	3	5%	20%	7%	-5%	9%
Cc1cc(C)cc(C(=O)NCC(=O)OCC(=O)Nc2ccc(C)cc2Br)c1	0%	3%	?	-2	-20%	-26%	-3%	-2%	26%
COc1ccccc1N1CCN(C(=O)c2ccncc2)CC1	-1%	-13%	-17%	0	-6%	6%	1%	-1%	18%
Cc1c(Cl)cccc1NC(=S)N1CCOCC1	1%	1%	5%	-4	-19%	18%	3%	-2%	54%[activator]
O=C(c1cccn2c(=O)c3cc(Cl)ccc3nc12)N1CCN(c2ccccc2F)CC1	0%	-10%[60.1 µM]	-10%	-3	-4%	37%	/	3%	14%
COc1ccc2c(C)cc(SCC(=O)Nc3cccnc3Cl)nc2c1	-3%	-13%	-8%	-18	1%	3%	-2%	-3%	44%[activator]
O=C(CSc1nnc(-c2ccncc2)n1Cc1ccco1)N1c2ccccc2Sc2ccc(Cl)cc21	-9%	-15%	5%	-2	-7%	2%	11%	-1%	6%
Cn1c(=O)[nH]c(=O)c2c1nc(N1CCN(c3cccc(Cl)c3)CC1)n2CCCc1ccccc1	0%	/	5%	/	/	0%	-1%	/	/
COC(=O)CSc1nnc(-c2ccco2)n1Cc1ccco1	-8%	-3%	-5%	-1	-11%	-3%	-4%	-5%	-5%
O=C(Nc1ccc(F)cc1F)C1CCN(C(=O)c2cnn(-c3ccccc3)c2-n2cccc2)CC1	-2%	-4%	?	1	-15%	-1%	/	-1%	20%
COc1ccc(/C=C/C(=O)O/N=C(\N)c2ccccc2)cc1OC	1%	-15%	2%	3	-11%	0%	-2%	2%	3%
O=C(CC(=O)c1ccccc1)Nc1ccc2c(c1)OCCO2	-7%	-5%	?	-2	-17%	-29%	-2%	-1%	-8%
CC(C)N(Cc1ccccc1)C(=O)COC(=O)c1ccccc1SCC(=O)N1CCCC1	/	-9%	/	-7	-5%	/	-9%	-4%	34%[activator]
CC(C)OC(=O)c1c(NC(=O)c2cnn3c2NC(c2ccccc2)CC3C(F)(F)F)sc2c1CCCC2 (stereo not given)	-1%	0%	3%	-3	-16%	3%	0%	-3%	27%
OCCN(CC#CCn1c2ccccc2c2ccccc21)CCO	2%	-19%	-9%	-9	-3%	0%	8%	-2%	9%
O=C(c1ccco1)N1CCN(C(=O)c2cc(-c3ccc(F)cc3)no2)CC1	2%	-5%	-9%	-6	-8%	2%	10%	-5%	7%
Cc1cc(C)n(-c2nc3c(c(=O)[nH]c(=O)n3C)n2Cc2ccccc2)n1	-13%	5%	-12%	-3	-7%	23%	22%	-1%	-4%
Further records:
SMILES	BLM inh	Pol kappa inh	Anesthetic bind	LDHA inh	POLH inh	POLB inh	APEX1 inh	Glioma ERSR ind	POLI inh
COc1ccc(NC(=O)c2c(NCc3sccc3C)sc3c2CCCC3)c(OC)c1	-6%	-13%[60.1 µM]	-5%	6	-9%	?	/	-4%	10%
CCn1cc([N+](=O)[O-])c(C(=O)NCc2ccc(Cl)cc2)n1	0%	-16%	-24%	-4	-4%	17%	0%	-4%	12%
C=CCN(C#N)c1nc(OC)nc(N2CCCC2)n1	1%	1%	-12%	-4	-12%	25%	-1%	-4%	12%
Cc1occc1C(=O)NN=C1C2CC3CC(C2)CC1C3	2%	-19%	-10%	0	-7%	21%	6%	3%	15%
CCn1c(SCC(=O)N2CCCCC2)nc(O)cc1=O	-1%	5%	-8%	0	6%	15%	-4%	2%	15%
CCn1nnc2cc(C(=O)O)ccc21	-12%	-16%	1%	12	?	-28%	-3%	-3%	80%[activator]
C=CCN1C(c2ccccc2)=CS/C1=C(/C#N)c1nnc(N2CCOCC2)n1-c1ccccc1	1%	12%	-6%	-4	-6%	18%	6%	20%	-5%
CCN(CCNC(=O)CC1Oc2ccccc2NC1=O)c1ccccc1 (stereo not given)	-5%	-4%	-4%	6	-1%	37%	-1%	-2%	19%
NS(=O)(=O)c1ccc(CCNS(=O)(=O)c2ccc(Cl)cc2)cc1	-5%	-7%	2%	-5	5%	50%	24%	2%	-2%
COc1ncc2nc(C)c(=O)n(Cc3ccc(F)cc3)c2n1	-4%	4%[60.1 µM]	/	/	/	/	-4%	0%	/
CC(=O)c1cccc(NC(=O)C2CC(=O)N(Cc3ccccc3)C2)c1 (stereo not given)	1%	-11%	-10%	-7	-1%	-1%	-1%	-6%	10%
Cc1ccc(C)c(N2CCN(C(=O)C3CCN(c4nc(C)cc(C)n4)CC3)CC2)c1	-1%	-4%	3%	3	-8%	6%	-1%	-5%	-1%
COc1cccc(-c2c(C#N)c(SC)nc3cc(C)nn23)c1	-2%	-10%	7%	-5	-8%	33%	-4%	-6%	-1%[58.9 µM]
O=C(Nc1ccon1)Nc1ccc(F)cc1F	-7%	-5%	-4%	-2	13%	4%	31%	-2%	14%
O=C(c1cccc(Br)c1)N1CCN(S(=O)(=O)N2CCOCC2)CC1	-3%	6%	-7%	-8	-9%	28%	8%	-6%	5%
COC(=O)c1cc(NC(=O)CN2C(=O)C(=O)N(C3CCCC3)C2=O)cc(C(=O)OC)c1	/	-23%	/	-6	-5%	/	25%	-2%	11%
Cc1cc(C)n(-c2cc(Oc3ccccc3)ncn2)n1	0%	4%	-16%	6	-7%	15%	-1%	-1%	?
COc1ccc(/C=C2\SC(=S)N(CCC(=O)Nc3ccccc3C(=O)O)C2=O)cc1	1%	-7%	-4%	-10	-3%	8%	-10%	-10%	?
O=C(Nc1cccc(-c2nc3ccccc3[nH]2)c1)c1ccco1	-7%	4%	-17%	-2	-5%	39%[activator]	17%	5%	1%
CCOC(=O)c1ccc(CC2S/C(=C(\C#N)C(C)=O)NC2=O)cc1 (stereo not given)	-3%	-13%	-4%	-5	-2%	33%	-1%	1%	16%
Clc1ccc2c(NNc3ccccc3Cl)ccnc2c1	-2%	-12%	-12%	-7	2%	0%	-3%	-2%	14%
CCOCCCn1c(=S)[nH]c2cc(C(=O)N3CCN(C4CCCCC4)CC3)ccc2c1=O	0%	1%	-8%	-1	-21%	-15%	30%	-3%	2%
O=C(Nc1cccc(Cl)c1)c1nc[nH]c1C(=O)NCCCCNC(=O)c1[nH]cnc1C(=O)Nc1cccc(Cl)c1	/	-5%	/	-10	6%	/	-15%	-1%	-5%
CCCCCCCCNCCS(=O)(=O)NN1CCOCC1	/	-16%	/	-2	-9%	/	-7%	1%	-5%
COc1ccc(CNC(=O)C/C(C)=N/NC(=O)c2ccc(OC)cc2OC)cc1	0%	-7%	-15%	-3	0%	49%	-9%	3%	32%[activator]
(list continues)
SMILES	BLM inh	Pol kappa inh	Anesthetic bind	LDHA inh	POLH inh	POLB inh	APEX1 inh	Glioma ERSR ind	POLI inh
C=CCN(Cc1cn(C)nc1-c1cccc(Cl)c1)C1CCS(=O)(=O)C1 (stereo not given)	-2%	-2%	-9%	-2	-18%	21%	20%	-2%	-6%
O=C(COC(=O)CC(c1ccccc1)c1ccccc1)NCc1ccc(Cl)cc1	-15%	-12%	48%[activator]	2	-11%	15%	21%	-4%	9%
Cc1ccccc1C(=O)Nc1cccc(C(=O)N/N=C/c2ccc3c(c2)OCO3)c1	-4%	-8%	3%	-9	-19%	15%	18%	6%	25%
Cc1nc2ccccc2n1CCc1nc2c3ccccc3nc(SCC(=O)Nc3ccc(Br)cc3F)n2n1	-9%	-16%[60.1 µM]	-6%	-3	-18%	-6%	/	1%	16%
C=CCSc1nnnn1-c1ccc(OC)cc1	-1%	-12%	?	-13	-7%	3%	0%	4%	24%
COc1ccc(S(=O)(=O)N(C)C)cc1NC(=O)c1ccc2c(c1)OCCO2	/	-16%	/	-11	-18%	/	6%	-5%	?
O=C(CC(=O)NC1CCCCC1)N/N=C/c1ccccc1[N+](=O)[O-]	-5%	-10%	-8%	2	-10%	29%	42%	6%	41%[activator]
Cc1ccc(NC(=O)C(Cc2c[nH]c3ccccc23)NC(=O)OC(C)(C)C)c(C)c1 (stereo not given)	-7%	-2%	?	-1	-20%	-27%	/	-5%	-20%
N#Cc1c(SCC(=O)Nc2ccc(C(F)(F)F)cc2)sc2c(O)cc(=O)[nH]c12	-2%	-5%	5%	-5	0%	-2%	19%	-2%	2%

Some of these compounds in order of SMILES length, falling:
SMILES	BLM inh	Pol kappa inh	Anesthetic bind	LDHA inh	POLH inh	POLB inh	APEX1 inh	Glioma ERSR ind	POLI inh
O=C(c1ccco1)N1CCN(C(=O)c2cc(-c3ccc(F)cc3)no2)CC1	2%	-5%	-9%	-6	-8%	2%	10%	-5%	7%
Cc1occc1C(=O)NN=C1C2CC3CC(C2)CC1C3	2%	-19%	-10%	0	-7%	21%	6%	3%	15%
OCCN(CC#CCn1c2ccccc2c2ccccc21)CCO	2%	-19%	-9%	-9	-3%	0%	8%	-2%	9%

Screening results deposited in PubChem by National Center for Advancing Translational Sciences (NCATS).
